S-ASM inh – blocks human secretory acid sphingomyelinase; P17405; placental ASM, HMU-PC fluorogenic substrate, 60 min; Potency, µM (doses to about 57.5 µM), inactives show at the highest dose activity change, negative = inhibition, most hits filed as inhibitors; hit rate 0.006% among 340,000; AID 504937; note: potency is the fitted concentration of half-maximal effect
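Fluorogenic HMU-PC substrate (9 uM final) is turned over by placental ASM in 60 min at 37 C after a 10 min compound preincubation. Reaction ended by alkaline stop (pH 10), with fluorescence read at 386/447 nm.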
FBPA coupling cs – coupling enzyme interference in Giardia aldolase counter-screen; coupling enzyme system counterscreen, AmpLite Red fluorescence; activity change, negative = inhibition, % at 58.2 µM, hits read low; hit rate 0.67% among 290,000; in the data active = activity change below about -30%; note: % is set by controls: 0 for no effect and ±100 for the full control effect
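Counterscreen of the coupled detection system alone, without aldolase: glyceraldehyde-3-phosphate coupling enzymes plus AmpLite Red readout. Compounds at 57.5 uM final, 10 min RT preincubation, 20 min RT reaction, fluorescence 525/598 nm.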
B2AR arrestin – recruits beta-arrestin to the human beta2-adrenergic receptor; P07550; beta-arrestin recruitment to beta2AR, cell-based reporter; Potency, µM (highest dose often 46.1 µM), inactives show top-dose activation, usual class: activators; hit rate 0.02% among 330,000; AID 492947;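 note: potency is the fitted concentration of half-maximal effect; 0% = DMSO controls and full agonism = EC100 isoproterenol or metaproterenol; nearly all actives have a fitted effect of over 65% in size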
Tb PFK inh – inhibitors of T. brucei phosphofructokinase. T. brucei PFK, ADP-Glo luminescence. AID 485367. Potency, µM (titrated, usually from 57.5 µM), inactives show at the highest dose activity, negative = inhibition, most hits filed as inhibitors. O15648. hit rate 0.17% among 330,000;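 note: potency is the fitted concentration of half-maximal effect; 0% = uninhibited 1x PFK enzyme wells and -100% = no-enzyme wells; nearly all actives have a fitted effect of over 60% in size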
Target sequence (O15648 whole entry, looked up): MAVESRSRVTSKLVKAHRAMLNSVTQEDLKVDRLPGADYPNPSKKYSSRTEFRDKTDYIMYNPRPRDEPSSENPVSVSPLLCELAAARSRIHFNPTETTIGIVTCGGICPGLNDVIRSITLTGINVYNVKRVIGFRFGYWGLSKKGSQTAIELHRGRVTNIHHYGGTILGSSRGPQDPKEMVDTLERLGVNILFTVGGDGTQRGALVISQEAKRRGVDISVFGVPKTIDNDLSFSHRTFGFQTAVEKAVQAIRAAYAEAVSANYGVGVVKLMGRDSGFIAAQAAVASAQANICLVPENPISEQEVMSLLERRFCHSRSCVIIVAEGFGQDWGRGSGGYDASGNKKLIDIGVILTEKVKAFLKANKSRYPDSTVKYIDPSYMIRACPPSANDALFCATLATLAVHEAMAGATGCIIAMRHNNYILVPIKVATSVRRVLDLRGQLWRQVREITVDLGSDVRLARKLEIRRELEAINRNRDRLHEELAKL
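Activity is normalized to no-enzyme wells (full inhibition) and 1.25 nM enzyme wells (no inhibition). Reaction: 0.5 mM F6P, 0.1 mM ATP, 45 min RT, ADP-Glo luminescence; concentration-response curves fitted and classed by quality.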
a7 integrin act – activates integrin-mediated alleviation for muscular dystrophy; alpha7betagal myoblasts, beta-gal FDG fluorescence, 48 h; Potency, µM (series often up to 38.3 µM), for the others: top-dose activation, actives largely listed as activators; hit rate 0.064% among 350,000; AID 624291;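 note: potency is the fitted concentration of half-maximal effect; 100% = response of the positive control SU9516; nearly all actives have a fitted effect of over 60% in size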
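Alpha7betagal+/- myoblasts (passage 13) were plated 16-24 hr, then exposed to compounds (1:260 dilution of DMSO stock) for 48 hours at 37C. After MPER lysis, β-galactosidase reporter activity was read as FDG fluorescence (ex 480/em 540) after 30 minutes.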
PKM2 act – PKM2 (human) enzyme activation | P14618 | purified PKM2, Kinase-Glo ATP luminescence, activation; response scale: 0% is enzyme alone, no compound | Potency, µM (titrated, usually from 57.5 µM), inactives show top-dose activation, actives largely listed as activators | hit rate 0.34% among 260,000 | AID 1631; note: potency is the fitted concentration of half-maximal effect; % is set by controls: 0 for no effect and ±100 for the full control effect; nearly all actives have a fitted effect of over 55% in size
Target sequence (P14618 whole entry, looked up): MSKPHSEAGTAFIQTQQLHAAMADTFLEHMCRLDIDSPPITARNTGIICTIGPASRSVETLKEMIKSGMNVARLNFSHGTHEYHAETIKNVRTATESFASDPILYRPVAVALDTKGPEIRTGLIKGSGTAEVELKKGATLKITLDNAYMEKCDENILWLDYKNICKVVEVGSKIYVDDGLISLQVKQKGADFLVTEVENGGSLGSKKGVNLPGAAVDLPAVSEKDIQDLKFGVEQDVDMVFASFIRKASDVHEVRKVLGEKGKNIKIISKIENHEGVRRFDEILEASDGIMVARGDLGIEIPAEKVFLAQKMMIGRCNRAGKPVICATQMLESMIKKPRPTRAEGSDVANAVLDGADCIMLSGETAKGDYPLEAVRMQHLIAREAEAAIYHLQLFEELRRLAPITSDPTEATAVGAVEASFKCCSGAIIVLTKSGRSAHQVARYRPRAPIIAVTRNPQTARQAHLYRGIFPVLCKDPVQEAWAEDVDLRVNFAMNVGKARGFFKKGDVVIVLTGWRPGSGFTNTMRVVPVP
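hPK-M2, >95% pure; 0.1 mM ADP / 0.5 mM PEP final; imidazole pH7.2 buffer w/ 7 mM MgCl2, 50 mM KCl; 1 h RT; Kinase-Glo lum. Intermediate enzyme activity for dual inhibitor/activator qHTS.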
GALK inh – inhibitors of human galactokinase; Purified GALK, Kinase-Glo residual ATP luminescence; Potency, µM (series often up to 57.5 µM), without a hit: at the top dose activity change, negative = inhibition, usual class: inhibitors; hit rate 0.007% among 270,000; note: potency is the fitted concentration of half-maximal effect; % is set by controls: 0 for no effect and ±100 for the full control effect
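5 nM enzyme, 35 uM ATP, 100 uM galactose, 20 mM HEPES pH8.0, 5 mM MgCl2; 1 h RT; residual ATP by Kinase-Glo Plus luminescence, qHTS format.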
Giardia killer – Giardia lamblia killing; Giardia lamblia trophozoite viability; activity change, % at 7.66 µM, hits read low; hit rate 0.15% among 340,000; in the data active = activity change below about -80%; inconclusive = between about -30% and that limit;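 note: parasites exposed to compound for two days anaerobically before the ATP read; % is set by controls: 0 for no effect and ±100 for the full control effect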
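Luminescence from cellular ATP indicates surviving trophozoites (100 cells/well) following 48 hrs anaerobic compound treatment at 37 deg C; signal develops 15-30 min at room temperature.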
Chronic BCR inh – inhibitors of chronic active B-cell receptor signaling; ABC-DLBCL IkBa-CBG/CBR reporter, luminescence ratio, 4 h; Potency, µM (top dose mostly 46.1 µM), without a hit: top-dose ratio change, negative = lower green/red ratio, hits mostly inhibitors; hit rate 0.05% among 340,000; active = well fitted inhibition curve with a large enough effect in the signal ratio, with a control signal flat, not every such curve was filed as active; inconclusive = small, poorly fitted or top-dose-only effect, or effect the other way, or a change in a side signal; the % refers to the signal ratio;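 note: potency is the fitted concentration of half-maximal effect; plate controls were basal doxycycline-induced cells for no effect and cells given 10 µM MG132 for full effect; MG132 reads +100%, hits lower the ratio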
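TMD8 ABC-DLBCL cells carrying doxycycline-inducible green luciferase fused to IkappaBalpha plus unfused red luciferase were exposed to compounds (up to 46 uM) for 4 hrs at 37C. Activity came from the overlap-corrected green/red luminescence ratio.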
PTAP TSG101 blk – blocks PTAP/TSG101 interaction to inhibit HIV-1 budding | Potency, µM (top dose mostly 115 µM), for the others: top-dose activity change, negative = inhibition, usual class: inhibitors | 340,000 tested, under 10 active | Q99816 | Fluorescence polarization, FITC-PTAP peptide / Tsg101 binding | AID 493005; active = well fitted inhibition curve with a large enough effect in the main read-out, with a control signal flat, not every such curve was filed as active; inconclusive = small, poorly fitted or top-dose-only effect, or effect the other way, or a change in a side signal; inactive = no such curve, though single readings can be large or run the other way; note: potency is the fitted concentration of half-maximal effect; % of control where 0% means no effect
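Fluorescence anisotropy tracks displacement of a FITC-tagged PTAP peptide (50 nM) from the Tsg101 binding domain (10 uM), following a 20 min room-temperature incubation at pH 7.5.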
Menin MLL FP TR – inhibitors of human menin-MLL interaction, mutant MLL peptide; AID 1768; Potency, µM (top dose mostly 61.6 µM), inactives show at the highest dose FP activity change, negative = inhibition, actives largely listed as inhibitors; hit rate 0.23% among 270,000; Menin + Texas Red MLL mutant peptide, fluorescence polarization; O00255; active = well fitted inhibition curve with a large enough effect in the polarisation, with a control signal flat, not every such curve was filed as active; inconclusive = small, poorly fitted or top-dose-only effect, or effect the other way, or a change in a side signal; inactive = no such curve, though single readings can be large or run the other way; the % refers to the polarisation; note: potency is the fitted concentration of half-maximal effect; % of control where 0% means no effect; many of its hits are not listed in these tables
* marks the source's active call; other numbers are inactive results; i = inactive; ? = inconclusive; . = no result given; & = joins results of further samples; [ ] = another dose, or the depositor's remark. Unless noted, calls come from the whole dose curve; as a rule, active = well fitted curve in the direction sought with a large enough effect; inconclusive = small, poorly fitted or top-dose-only effect, or another doubt; inactive = no such curve, though single readings can be large; an effect the other way counts as inactive or inconclusive. Some of the compounds tested; count on the stated rates, not on these rows.

Sequence of screens – S-ASM inh	FBPA coupling cs	B2AR arrestin	Tb PFK inh	a7 integrin act	PKM2 act	GALK inh	Giardia killer	Chronic BCR inh	PTAP TSG101 blk	Menin MLL FP TR
> O=C(O)C1=C[C@@H](c2ccc(C(F)(F)F)cc2)C[C@@H](OCc2ccc(CO)cc2)O1
    4%	10	-0.4%	-2%	6%	-2%	7%	-27	-2%	0%	7%
> COc1cccc(-c2nc(Oc3cc(C)cc(C)c3)c3ccccc3n2)c1O
    .	-2	-0.4%	-6%	.	-5%	-2%	.	0%	.	-13%
> O=C(CSc1nc2ccccc2[nH]1)c1ccc2c(c1)OCO2
    3%	2	0.1%	13%	-14%	-6%	-1%	12	-10%	-7%	8%
> Cc1ccc(S(=O)(=O)N(C)C)cc1NC(=O)c1ccc(OC(F)(F)F)cc1
    0%	0	0.0%	-3%	-13%	-5%	.	4	-3%	0%	2%
> CC1(C)c2cc(O)ccc2OC1N1CCOCC1 (stereo not drawn)
    1%	0	0.5%	2%	3%	.	-1%	3	-14%	-8%	8%
> COc1ccc(C(=O)NCCS(=O)(=O)N2CCN(Cc3ccccc3)CC2)cc1
    7%	.	-0.1%	-2%	41%	.	.	7	-7%	-5%	.
> CCOc1ccccc1NC(=O)CN(Cc1ccccc1)S(C)(=O)=O
    2%	7	0.3%	-7%	11%	1%	-1%	-4	?	0%	-11%
> Cn1c(N)c(C(=O)CSc2nnc(C3CC3)n2-c2ccccc2)c(=O)n(C)c1=O
    4%	.	0.0%	1%	-3%	.	.	?	?	-10%	.
> Cc1[nH]c2ccccc2c1/C=N/NC(=O)CNC(=O)c1cccs1
    -6%	0	-0.1%	-2%	24%	0%	-4%	-22	?	0%	.
> Cc1ccc(NC(=O)CNC(=O)c2cccs2)c(O)c1
    -1%	.	-0.3%	-2%	-6%	.	.	-2	?	-11%	.
> CCCC(=O)NC(=S)Nc1ccc(N2CCOCC2)c(Cl)c1
    -2%	1	-0.7%	1%	-6%	1%	1%	-25	?	0%	1%
> CC1CC(C)CN(S(=O)(=O)c2ccc3c(c2)CCN3C(=O)C2CC2)C1 (stereo not drawn)
    -1%	.	0.1%	-2%	-45%	.	-3%	-15	?	-3%	.
> CC(C)(C)C1CCc2c(sc(NC(=O)CSc3nnc(-c4ccccc4)o3)c2C#N)C1 (stereo not drawn)
    -11%	0	-2.3%	0%	23%	1%	.	0	8%	-4%	13%
> COc1cc2cc(C(c3nnnn3C(C)(C)C)N3CCc4ccccc43)c(=O)[nH]c2cc1OC (stereo not drawn)
    -16%	0	-0.2%	-5%	19%	0%	0%	4	-11%	-5%	-4%
> COc1cc(/C=C(\C#N)C(=O)NC(C)C)cc(Cl)c1O
    -2%	9	-0.1%	0%	-6%	-29%	13%	-17	7%	3%	0%
> C=CCOC(=O)C1=C(C)NC(SCC(=O)OCC)=C(C#N)C1c1ccc(C)cc1 (stereo not drawn)
    4%	.	-0.1%	-1%	-12%	-3%	-4%	-10	19%	-2%	-6%
> O=C(c1ccco1)N1CCN(C(=O)c2cn(-c3ccccc3)nc2-c2ccccc2)CC1
    -3%	.	0.0%	4%	-20%	.	.	-1	-1%	-2%	.
> O=C(/C=C/c1ccccc1)/C=C/c1ccccc1
    0%	-1	?	-5%	-60%[inhibitor]	-6%	-7%	-26	?	0%	-9%
> CCCc1nnc(NC(=O)CCC(=O)N2CCN(CCOc3ccc(C)cc3)CC2)s1
    -1%	-3	0.0%	-12%	-31%	-20%	-2%	17	?	-1%	16%
> CC(=O)c1ccc(S(=O)(=O)N2CCC(NC(=O)Nc3cccc(F)c3)CC2)cc1
    -1%	0	-0.8%	-4%	32%	-2%	2%	-8	-22%	-3%	?
> CC(=O)N1CCC(C(=O)Nc2cc(C)cc(C)c2)CC1
    0%	4	2.4%	0%	40%	1%	0%	3	3%	0%	.
> O=C(Nc1ccccc1Cl)ON=C1c2ccccc2-c2ccccc21
    -1%	-8	-0.1%	27%	31%	2%	-3%	-1	?	1%	?
> COc1ccc2cc3cc(C(=O)NCc4ccc5c(c4)OCO5)oc3nc2c1
    51%	1	-0.8%	3%	-7%	-3%	0%	28	-16%	-4%	-18%
> O=C1NCCN1CCNS(=O)(=O)c1ccccc1[N+](=O)[O-]
    -3%	1	-0.9%	0%	-2%	0%	2%	3	-1%	-3%	-26%
> CC(Sc1nc(NCc2ccccc2)nc(N2CCOCC2)n1)C(=O)Nc1ccccc1 (stereo not drawn)
    -3%	1	0.4%	-6%	-10%	3%	-4%	28	-3%	-3%	0%
> COc1ccc(C(C)(C)C)cc1NC(=O)COC(=O)c1nc2nccc(C)n2n1
    -6%	.	-3.8%	-4%	9%	.	.	13	?	0%	.
> N#CC1=C(N)Oc2n[nH]c(-c3ccc(F)cc3)c2C1c1ccncc1 (stereo not drawn)
    1%	1	0.0%	-3%	-9%	-14%	1%	-8	6%	2%	-15%
> C=C(C)c1cccc(C(C)(C)NC(=O)NCc2ccncc2)c1
    4%	3	0.3%	11%	-1%	14%	-5%	-16	-9%	-5%	4%
> CC1(C)C(C=C(Cl)Cl)C1C(=O)N1CCN(c2ccccc2)CC1 (stereo not drawn)
    -3%	-1	0.3%	-7%	2%	1%	-2%	19	0%	-10%	-9%
> NC(=O)c1c(NC(=O)CSc2nnc(Cc3ccccc3)n2Cc2ccco2)sc2c1CCC2
    -4%	5	0.6%	2%	-20%	8%	2%	-4	1%	.	6%
> CCn1nc(C)c([N+](=O)[O-])c1C(=O)NNC(=O)c1ccc(Cl)cc1
    3%	2	-0.5%	0%	16%	1%	-1%	1	4%	-3%	.
> COc1cc2[nH]c(=O)n(CCCC(=O)N3CC=C(c4ccccc4)CC3)c(=O)c2cc1OC
    -8%	-3	-0.3%	0%	-27%	5%	0%	1	0%	-3%	-20%
> O=C(Cc1ccsc1)Nc1ccc(Cl)cc1Cl
    -1%	.	-0.1%	0%	3%	2%	-5%	51[activator]	?	-13%	.
> Oc1ccc(C[C@@H]2CNCCN2CC2(c3ccccc3)CC2)cc1
    6%	.	0.2%	-1%	-17%	.	.	14	-8%	-1%	.
> CCn1c(SCC(=O)Nc2ccc3c(c2)n(C)c(=O)n3C)nnc1-c1ccncc1
    -2%	.	0.0%	-4%	19%	-1%	6%	-3	-3%	0%	.
> CCCc1cc(NCCCO)n2c(nc3ccccc32)c1C#N
    i	2	0.3%	-1%	15%	-11%	-2%	-4	?	-2%	.
> CC(=O)NC(CCS(C)(=O)=O)C(=O)Nc1c(F)cccc1F (stereo not drawn)
    5%	-1	-1.0%	1%	-2%	1%	-1%	16	-2%	-2%	-2%
> COC(=O)/C(=C\c1c[nH]c2ccccc12)NC(C)=O
    0%	-18	0.0%	-4%	4%	-11%	5%	-5	?	-9%	34%[activator]
> COc1cc(NC(=O)C2CC(=O)N(CCc3ccc(F)cc3)C2)cc(OC)c1OC (stereo not drawn)
    0%	-15	-0.4%	-1%	8%	-4%	-1%	-5	-11%	-2%	12%
> Cc1cc(C(=O)COC(=O)C2=NNC(=O)CC2)c(C)n1-c1ccc(OC(F)F)cc1
    -1%	1	0.1%	-5%	?	2%	1%	-15	14%	-3%	3%
> FC(F)(F)c1ccc(C2[C@H]3CN(Cc4ccc(-c5ccccc5)cc4)[C@H](c4ccccc4)C34CC2(c2cccnc2)C4)cc1 (stereo partly drawn)
    3%	-4&4	-0.2%	0%	3%	-2%&-7%	5%	4	-3%	0%	22%

Compound profiles, from the list above. Order of values: S-ASM inh | FBPA coupling cs | B2AR arrestin | Tb PFK inh | a7 integrin act | PKM2 act | GALK inh | Giardia killer | Chronic BCR inh | PTAP TSG101 blk | Menin MLL FP TR
CC1(C)C(C=C(Cl)Cl)C1C(=O)N1CCN(c2ccccc2)CC1 (stereo not drawn) is listed as -3% | -1 | 0.3% | -7% | 2% | 1% | -2% | 19 | 0% | -10% | -9%
NC(=O)c1c(NC(=O)CSc2nnc(Cc3ccccc3)n2Cc2ccco2)sc2c1CCC2 is listed as -4% | 5 | 0.6% | 2% | -20% | 8% | 2% | -4 | 1% | . | 6%

From PubChem
